Alkaline phosphatase – human TNAP enzyme inhibitors, biochemical, luminescent (AID 518). 64,000 tested, 0.09% active. one-dose inhibition, % at 20 µM; IC50 in µM for titrated hits. purified TNAP enzyme, luminescent substrate readout; higher % means a stronger effect; in the data active = a potency from the dose series; inactive = the rest, 99 in 100 with inhibition below about 22%;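 note: plate controls were vehicle for no effect and reference inhibitor for full effect; many of its hits are not listed in these tables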
MK inhibit – inhibitors of Streptococcus pneumoniae mevalonate kinase | inhibition, % at 10 µM | purified MK, PK/LDH-coupled NADH absorbance 340 nm | AID 555 | 65,000 tested, 0.48% active;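 active = ranked among the strongest by inhibition in the single 10 µM screen, a fixed top-ranked set picked for dose follow-up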; note: no value below 0 was filed
HPDE-C7 viability – HPDE-C7 pancreatic duct cell viability loss – fluorescence, HTS (AID 430) | HPDE-C7 pancreatic duct cells viability, fluorescence; higher % means a stronger effect | cytotoxicity, % at 10 µM, or EC50 in µM where a hit was titrated | 63,000 tested, 1.8% active;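 note: cells exposed to compound for 48 hours before viability readout; 0% = vehicle and 100% = reference cytotoxic drug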
Spn PMK inh – inhibitors of Streptococcus pneumoniae phosphomevalonate kinase; purified PMK, PK/LDH-coupled NADH absorbance 340 nm; inhibition, % at 10 µM; 65,000 tested, 0.49% active; AID 539;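 active = top-ranked compounds by inhibition in the single 10 µM screen, taking a fixed number of the strongest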;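 note: 0% = full reaction with DMSO carrier and 100% = background rate without enzyme reaction; no value below 0 was filed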
LYP inhibition – inhibition of human PTPN22 tyrosine phosphatase – biochemical, DiFMUP fluorescence, recombinant catalytic domain, 10 µM, primary screen (AID 606); 52,000 tested, under 10 active; recombinant LYP catalytic domain, DiFMUP fluorescence; higher % means a stronger effect; inhibition, % at 10 µM, or IC50 in µM where a hit was titrated;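 active = IC50 under 40 µM in the dose-response test; inactive = IC50 of 40 µM or more, or never dose-tested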
HT1080 viability – cytotoxicity in HT1080 fibrosarcoma cells, cell-based, fluorescence readout (AID 620); 87,000 tested, 0.42% active; one-dose cytotoxicity, % at 10 µM; EC50 in µM for titrated hits; HT1080 viability, fluorescence; higher % means a stronger effect;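 note: cells exposed to compound overnight then 4 h with Alamar Blue; 0% = vehicle DMSO and 100% = killing control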
Spn DPM-DC inh – blocks S. pneumoniae diphosphomevalonate decarboxylase; purified DPM-DC, PK/LDH coupled NADH fluorescence; calls only at 10 µM; 65,000 tested, 0.49% active; AID 556;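 active = the 320 compounds with the highest percent inhibition in the single-dose primary screen, excluding strongly autofluorescent ones, cut at about 32% in these data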;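 note: kinetic rate of NADH fluorescence loss reporting ADP formed by the decarboxylase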
Bfl-1 inhibitors – Bfl-1 inhibitors, primary screen, biochemical, fluorescence polarization, FITC-Bid, mouse (AID 432) | FITC-Bid BH3 peptide fluorescence polarization displacement; higher % means a stronger effect | displacement, % at 20 µM; hits with a dose series show IC50 in µM | 64,000 tested, 0.02% active; in the data active = a potency from the dose series; inactive = the rest, 99 in 100 with displacement below about 15%; note: strong numbers were not always called active
HPDE-C7K KRASV12 – viability loss of HPDE-C7K cells – cell-based, fluorescence, HTS, primary screen (AID 431); HPDE-C7K KRASV12 cells, Alamar Blue viability, 48 h; higher % means a stronger effect; one-dose cytotoxicity, % at 10 µM; EC50 in µM for titrated hits; 63,000 tested, 1.7% active;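 active = compounds whose percent cytotoxicity in the single-dose primary screen, scaled between solvent and toxic-drug controls, exceeds 50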;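 note: 0% = DMSO solvent wells and 100% = doxorubicin-treated wells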
Spn PMK inh pilot replicates – recorded beside Spn PMK inh, whose call it bears; inhibition, %; measured here: pilot screen replicates
MK inhibit pilot replicates – recorded beside MK inhibit, whose call it bears; inhibition, %; measured here: pilot screen replicates
Spn DPM-DC inh pilot screen % – also measured in Spn DPM-DC inh; calls as there; inhibition, %; measured here: pilot screen trials
An asterisk follows results filed as active; i = inactive; / = not tested or not shown. Cut-off read from the data, not from the text of the source, unless noted: active = cytotoxicity above about 50%; inactive = the rest.

SMILES | Alkaline phosphatase | MK inhibit | HPDE-C7 viability | Spn PMK inh | LYP inhibition | HT1080 viability | Spn DPM-DC inh | Bfl-1 inhibitors | HPDE-C7K KRASV12 | others
Cc1ccc(SCC(=O)NCCN2C(=O)CSC2=O)c(C)c1 | 20% | 2 | 8% | 0 | 3% | 1% | i | -4% | 11% | Spn PMK inh pilot replicates=1.0;MK inhibit pilot replicates=0.0;Spn DPM-DC inh pilot screen %=0.0
COc1cc(C(=O)N2CCN(C(=O)CC(C)C)CC2)cc(OC)c1OC | 0% | 0 | -20% | 15 | 6% | 2% | i | -7% | -7% | Spn PMK inh pilot replicates=0.0;MK inhibit pilot replicates=3.0;Spn DPM-DC inh pilot screen %=0.0
COc1ccc(C2C/C(=N\O)C(C)(C)O2)cc1 (stereo not drawn) | 5% | 5 | 1% | 13 | 7% | 4% | i | -1% | 7%
C=CCOC(=O)Nc1c(C(=O)OC)[nH]c2ccc(Cl)cc12 | 7% | 6 | -3% | 4 | / | -4% | i | -3% | 0%
Cc1cc2c(cc1C)-c1nnnn1C(C)(C)C2 | 6% | 11 | -6% | 8 | 8% | 1% | i | -12% | 0% | Spn PMK inh pilot replicates=4.5;MK inhibit pilot replicates=1.0;Spn DPM-DC inh pilot screen %=3.0
COC(=O)CNC(=O)CCCCC(=O)NCC(=O)OC | 8% | 0 | 6% | 5 | / | / | i | 4% | 0%
CN(Cc1ccccc1)c1nc2c(c(=O)[nH]c(=O)n2C)n1Cc1ccccc1 | 6% | 6 | -23% | 10 | / | -1% | i | -5% | -34%
Cc1cc(C)c2nc(N3CCCC(C(=O)N4CCC(C(N)=O)CC4)C3)sc2c1 (stereo not drawn) | 4% | 6 | 10% | 12 | 10% | 4% | i | -15% | 21%
CC(Oc1ccccc1)C(=O)OCC(=O)NC(=O)NCc1ccco1 (stereo not drawn) | 7% | 5 | -12% | 5 | 0% | 5% | i | 6% | -12%
CCCCCC/C(=N/O)c1ccccn1 | 10% | 10 | 51%* | 14 | 1% | 11% | i | -2% | 52%*
CC1CCN(Cc2ccc(NC(=O)CC3Oc4ccccc4NC3=O)cc2)CC1 (stereo not drawn) | 6% | 1 | 1% | 2 | 5% | 0% | i | 3% | 0%
CCCCC(CC)CNC(=O)CCS(=O)(=O)c1cccc2nsnc12 (stereo not drawn) | 10% | 6 | 0% | 8 | -5% | 0% | i | 7% | 1%
Cc1ccc(NC(=O)c2cnc3scc(C)n3c2=O)c(C)c1 | -2% | 4 | -6% | 9 | -5% | -1% | i | -3% | 6%
Nc1ccn(-c2ccccc2)c(=O)c1 | 11% | 0 | 3% | 8 | 7% | 18% | i | -6% | -12%
COc1ccc(C(=O)C2CCN(S(=O)(=O)c3ccc4c(c3)OCCO4)CC2)cc1 | 14% | 0 | -2% | 16 | -4% | -6% | i | 0% | 9%
CCOCC(=O)Nc1c(C(=O)OCC)oc2ccccc12 | 12% | 9 | -29% | 10 | / | 14% | i | -15% | -12%
O=C1c2ccccc2C(=O)N1CCCOc1ccccc1 | 9% | 5 | -2% | 3 | -17% | -3% | i | -9% | 2%
c1coc(-c2nnc3sc(-c4cccs4)nn23)c1 | 8% | 6 | 0% | 6 | / | -3% | i | 4% | -3%
O=C1NC(=S)SC1=C1CCCCCC1 | 15% | 15 | 2% | 18 | 6% | -1% | i | 3% | 9%
O=C(Nc1nc2ccccc2[nH]1)C1CCCO1 (stereo not drawn) | 7% | 0 | -8% | 0 | 14% | 3% | i | -4% | 2%

Brought forward from above: 4 compounds; new compounds follow.
SMILES | Alkaline phosphatase | MK inhibit | HPDE-C7 viability | Spn PMK inh | LYP inhibition | HT1080 viability | Spn DPM-DC inh | Bfl-1 inhibitors | HPDE-C7K KRASV12 | others
O=C1c2ccccc2C(=O)N1CCCOc1ccccc1 | 9% | 5 | -2% | 3 | -17% | -3% | i | -9% | 2%
c1coc(-c2nnc3sc(-c4cccs4)nn23)c1 | 8% | 6 | 0% | 6 | / | -3% | i | 4% | -3%
O=C1NC(=S)SC1=C1CCCCCC1 | 15% | 15 | 2% | 18 | 6% | -1% | i | 3% | 9%
O=C(Nc1nc2ccccc2[nH]1)C1CCCO1 (stereo not drawn) | 7% | 0 | -8% | 0 | 14% | 3% | i | -4% | 2%
Clc1ccccc1-c1nc(-c2cccnc2)no1 | 5% | 11 | 4% | 3 | 3% | 3% | i | -6% | 3%
CCCN(Cc1cc2cc(C)ccc2[nH]c1=O)S(C)(=O)=O | 8% | 0 | -20% | 0 | 3% | -11% | i | 5% | -14%
Clc1ccccc1OCc1nnc(-c2ccccc2Br)o1 | 8% | 0 | -4% | 8 | / | -2% | i | 7% | 3%
CCOc1ccc(C(=O)N(CN2CCCC2=O)c2ccccc2)cc1 | 6% | 1 | -11% | 16 | 4% | -5% | i | -3% | -7%
Oc1c(-c2cc(-c3ccco3)[nH]n2)ccc2ccccc12 | 12% | 6 | 2% | 3 | 11% | 6% | i | -11% | 6%
O=C(NC1CCCCC1)N1CCc2ccccc21 | 5% | 0 | -14% | 7 | 8% | 5% | i | -6% | -20%
CCN(CC)c1nc2cc(OC)ccc2cc1C#N | 21% | 6 | 4% | 6 | / | -11% | i | -2% | -13% | Spn PMK inh pilot replicates=3.0;MK inhibit pilot replicates=0.5;Spn DPM-DC inh pilot screen %=5.0
O=C(CCNc1n[nH]c(=O)[nH]c1=O)N1CCOCC1 | 11% | 6 | 0% | 9 | / | -4% | i | -6% | -10%
COc1ccccc1C(=O)NCC(c1cccnc1)N(C)C (stereo not drawn) | 8% | 11 | 11% | 20 | 2% | 3% | i | 0% | 6% | Spn PMK inh pilot replicates=2.5;MK inhibit pilot replicates=1.0;Spn DPM-DC inh pilot screen %=2.0
O=C1CCCCCN1Sc1ccccc1 | 5% | 8 | 4% | 11 | / | 13% | i | 2% | -2%
CCn1c(SCC(=O)Nc2nc3ccccc3s2)nnc1-c1ccc(OC)cc1 | 13% | 3 | 58%* | 7 | -3% | 4% | i | -8% | 79%*
COc1ccc2cc(C#N)c(NC(C)C)nc2c1 | 8% | 9 | -1% | 8 | / | 6% | / | -6% | -14% | Spn PMK inh pilot replicates=0.0;MK inhibit pilot replicates=3.0
COc1ccc(/C=N/n2c(=O)[nH]c3c([nH]c4ccc(C)cc43)c2=O)cc1CN1CCOCC1 | 15% | 8 | -11% | 1 | -6% | -2% | i | -7% | -1% | Spn PMK inh pilot replicates=3.5;MK inhibit pilot replicates=1.0;Spn DPM-DC inh pilot screen %=5.0
O=C(Nc1ccc2c(c1)OCO2)c1cc2n(n1)C(C(F)(F)F)CC(c1ccccc1)N2 (stereo not drawn) | 11% | 4 | 64%* | 1 | 1% | 7% | i | -9% | 73%*
O=C(CSc1ncn[nH]1)NC1CC2CCC1C2 (stereo not drawn) | 21% | 5 | 16% | 0 | -1% | 8% | i | -6% | 18% | Spn PMK inh pilot replicates=1.5;MK inhibit pilot replicates=0.0;Spn DPM-DC inh pilot screen %=0.0
COCCn1nnnc1C(c1ccccc1)N1CCN(Cc2ccc3c(c2)OCO3)CC1 (stereo not drawn) | 2% | 10 | 0% | 13 | 15% | -2% | i | -9% | 7%
Cc1cc(CN2C(=O)c3ccccc3C2=O)cc(N2CCOCC2)c1 | 7% | 2 | -15% | 6 | 3% | -10% | i | -4% | -3%
CCCCCCc1cc2cc(-c3nnc(-c4ccccc4O)o3)c(=O)oc2cc1O | 22% | 3 | 63%* | 2 | 8% | -10% | i | -66% | 56%*
N#Cc1cc2sc3nnc(-c4ccncc4)n3c2cc1C#N | 15% | 0 | -15% | 19 | 12% | 1% | i | 4% | -4% | Spn PMK inh pilot replicates=1.0;MK inhibit pilot replicates=3.0;Spn DPM-DC inh pilot screen %=4.0
COC(=O)[C@H](Cc1ccccc1)NC(=O)NCc1ccc(S(N)(=O)=O)cc1 | 12% | 3 | -3% | 7 | / | -7% | i | -7% | 12%
Cc1ccc(-c2nc(C(=O)NC3CCCCCC3)no2)cc1 | 12% | 4 | -15% | 6 | 15% | 1% | i | -2% | -23%
c1ccc(-c2cnc(CSc3nnc4ccccn34)o2)cc1 | 10% | 0 | 0% | 10 | / | 27% | i | 6% | 6%
COc1cccc(C(=O)N2CCN(CCCc3ccccc3)CC2)c1OC | 1% | 6 | 1% | 15 | / | -13% | i | 0% | 10%
CCn1c(SC(C)C)nnc1-c1c[nH]c2ccccc12 | 10% | 3 | 0% | 2 | 15% | 0% | i | 4% | 8%
O=C(Nc1cccnc1)C(Cc1ccccc1)n1cccc1 (stereo not drawn) | 7% | 0 | -26% | 4 | 9% | -7% | i | -12% | -18%
O=C(NCc1cccs1)C1CCN(S(=O)(=O)N2CCCC2)CC1 | 14% | 0 | -3% | 23 | / | -5% | i | 1% | -3%
Cc1cc(Cl)ccc1OCCCC(=O)N1CCOCC1 | 2% | 7 | 3% | 0 | 13% | 3% | i | 10% | 10% | Spn PMK inh pilot replicates=0.0;MK inhibit pilot replicates=0.0;Spn DPM-DC inh pilot screen %=0.5
O=C(COc1ccccc1)NCCn1ccc2ccccc21 | / | 8 | / | 7 | 5% | -13% | i | / | /
COc1ccc(CCNC(=O)C2CCN(Cc3nc(-c4ccccc4F)oc3C)CC2)cc1OC | 12% | 3 | -9% | 13 | / | -5% | i | -6% | 0%
CCOC(=O)NC(=O)CSc1nnnn1-c1ccccc1 | 1% | 4 | -9% | 0 | / | -9% | i | -4% | -5%
CCOc1ccc(Nc2nc(NCCN3CCOCC3)nc(OC)n2)cc1 | 14% | 0 | 18% | 16 | 6% | 0% | i | 2% | 5%
O=c1nc(-c2ccccc2)c2ccccc2[nH]1 | 10% | 10 | 9% | 11 | -8% | -12% | i | -16% | 8%
Cn1ccnc1SCc1cn2ccccc2n1 | 0% | 2 | 5% | 11 | 5% | 8% | i | 9% | 4%
CC1CN(S(=O)(=O)c2ccc(Cl)c(S(=O)(=O)N3CC(C)OC(C)C3)c2)CC(C)O1 (stereo not drawn) | 1% | 3 | 2% | 10 | 14% | 0% | i | -3% | -4%

A draw from above in order of count of non-hydrogen atoms, rising.
SMILES | Alkaline phosphatase | MK inhibit | HPDE-C7 viability | Spn PMK inh | LYP inhibition | HT1080 viability | Spn DPM-DC inh | Bfl-1 inhibitors | HPDE-C7K KRASV12 | others
COc1ccc(C2C/C(=N\O)C(C)(C)O2)cc1 (stereo not drawn) | 5% | 5 | 1% | 13 | 7% | 4% | i | -1% | 7%
CCCCC(CC)CNC(=O)CCS(=O)(=O)c1cccc2nsnc12 (stereo not drawn) | 10% | 6 | 0% | 8 | -5% | 0% | i | 7% | 1%
CC1CCN(Cc2ccc(NC(=O)CC3Oc4ccccc4NC3=O)cc2)CC1 (stereo not drawn) | 6% | 1 | 1% | 2 | 5% | 0% | i | 3% | 0%

Source: PubChem BioAssay (several laboratories)
